Screening data (PubChem BioAssay)
PPC-1+TRAIL kill: PPC-1 cancer cell killing with TRAIL present | PPC-1 cells + TRAIL, ATPLite viability luminescence | cell killing (% activity), % at 4 µM | actives 0.41% (n = 220,000) | AID 1443;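 active = cell killing above 50% in the first pass at 4 µM, then a duplicate retest at 5 µM averaging 50% or more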;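 note: plate controls were cells with TRAIL plus DMSO for no effect and medium-only wells lacking cells for full effect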
Cl transport mod: modulates chloride dependent transport by human KCC2. KCC2 cells, thallium flux FluoZin-2 fluorescence. B-score of Tl+ flux slope (higher = more flux/activation; lower = inhibition) at 10 µM. actives 2.2% (n = 190,000). AID 1456;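 active = thallium flux slope and its plate-corrected score both differing from the plate sample mean at a set confidence after two filtering rounds, in either direction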;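 note: slope of fluorescence scaled to starting intensity during 10 to 20 s after thallium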
m-calpain inh: inhibitors of pig calpain II. purified calpain II, fluorogenic peptide substrate, 30 min. inhibition, % at 16 µM. actives 0.37% (n = 220,000);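 active = inhibition above about 50%, limit read from the data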
TRPN1 ag: agonists of zebrafish TRPN1 channel; actives 0.18% (n = 220,000); HEK293 zebrafish TRPN1-YFP, Fluo-8 calcium fluorescence; 100% = response to 87 µM carbachol; activation, % at 3 µM; AID 1424;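 active = activation above its plate's cutoff, the mean activation of test wells on that plate plus 3 SD, cut at about 19% in these data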;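 note: 0% = DMSO alone and 100% = 87 µM carbachol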
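Control set: carbachol 87 µM as high control, DMSO as low control; system: HEK293 stable line with zebrafish TRPN1-YFP; read-out: % activation versus carbachol response; detection: intracellular calcium fluorescence with Fluo-8; doses: single test compound dose, 3 µM nominal, 0.3% DMSO; schedule: dye 1 h 37 °C plus 30 min RT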
TRPML3 agonist: activates the human TRPML3 channel; activation, % at 3 µM; AID 1448; HEK293 TRPML3-YFP, Fluo-8 calcium fluorescence; 100% = the carbachol control signal; Q8TDD5; actives 0.29% (n = 220,000);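 active = activation above its plate's cutoff, the mean activation of the plate's test wells plus 3 SD, cut at about 12% in these data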;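 note: 0% = DMSO only wells and 100% = carbachol wells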
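Test system: TRPML3-YFP stable HEK293 cells. Doses: single point at 3 µM. Incubation: dye loading 1 h 37 °C then 30 min ambient, 125 s read. Signal: Fluo-8 calcium dye fluorescence, ex 470-495, em 515-575 nm. Measure: percent activation from peak-to-basal fluorescence ratio, scaled between DMSO and carbachol.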
Thrombin inh: thrombin (human) inhibition; alpha-thrombin, Boc-VPR-AMC fluorogenic substrate cleavage; inhibition, % at 5 µM; actives 0.26% (n = 220,000); AID 1046;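 active = inhibition at or above 40%; inactive = inhibition below 40%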;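 note: 0% = enzyme with no compound and 100% = wells without enzyme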
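System: human alpha-thrombin protein; Compound dosing: one concentration per compound, 5 µM, with 0.2% DMSO; Timing: reaction at room temperature; Technique: AMC fluorescence, 355/460 nm; Controls: enzyme without compound as high, wells lacking enzyme as low.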
TbHK1 inh: blocks Trypanosoma brucei hexokinase 1 activity | recombinant TbHK1, G6PDH-coupled NADH A340 | AID 1430 | inhibition, % at 10 µM | actives 0.11% (n = 220,000);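 active = inhibition of 50% or more in the single-dose primary screen; inactive = inhibition below 50%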
Furin inhibitor: inhibitors of human furin. AID 463115. actives 0.061% (n = 220,000). inhibition, % at 30 µM. purified furin, fluorogenic substrate cleavage; in the data active = inhibition above about 25%; note: inactives centre near -15
Target sequence (P09958 108-714 limits assumed): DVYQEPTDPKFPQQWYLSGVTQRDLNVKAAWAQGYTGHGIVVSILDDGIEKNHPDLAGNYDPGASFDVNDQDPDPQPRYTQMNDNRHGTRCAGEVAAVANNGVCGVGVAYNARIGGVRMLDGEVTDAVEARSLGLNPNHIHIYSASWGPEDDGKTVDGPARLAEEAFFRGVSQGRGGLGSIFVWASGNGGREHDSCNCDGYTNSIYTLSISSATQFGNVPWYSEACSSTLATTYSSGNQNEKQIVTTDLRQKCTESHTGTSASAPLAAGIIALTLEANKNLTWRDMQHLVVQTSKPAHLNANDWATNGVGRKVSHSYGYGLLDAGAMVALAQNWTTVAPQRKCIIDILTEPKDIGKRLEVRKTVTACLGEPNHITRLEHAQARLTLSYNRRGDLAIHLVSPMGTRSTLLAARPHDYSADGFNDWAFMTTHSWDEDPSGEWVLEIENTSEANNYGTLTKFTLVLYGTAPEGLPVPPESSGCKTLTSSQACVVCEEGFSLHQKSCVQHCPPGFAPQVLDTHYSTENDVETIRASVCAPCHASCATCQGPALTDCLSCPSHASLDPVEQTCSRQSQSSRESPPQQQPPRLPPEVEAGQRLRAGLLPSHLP
EBV gp42 block: inhibitors of Epstein-Barr virus glycoprotein 42. AID 1085. inhibition, % (tested at 21.74 µM). Fluorescence polarization binding assay, mP read-out. actives 0.42% (n = 220,000). Q1HVG2; in the data active = inhibition above about 50%
Target sequence (Q1HVG2 whole entry, looked up): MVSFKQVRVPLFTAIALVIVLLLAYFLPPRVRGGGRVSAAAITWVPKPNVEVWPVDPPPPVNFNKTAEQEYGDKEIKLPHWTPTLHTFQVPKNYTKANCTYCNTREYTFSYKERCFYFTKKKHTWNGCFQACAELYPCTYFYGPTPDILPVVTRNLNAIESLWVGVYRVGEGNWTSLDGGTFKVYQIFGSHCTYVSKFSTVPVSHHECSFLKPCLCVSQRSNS
* = called active by the depositor; . = not tested or not shown; [ ] = another dose, or the depositor's remark.

1) NS(=O)(=O)c1ccc(NC(=S)NCc2cccs2)cc1
2) CCOc1cc(N2C(=O)CC3CS(=O)(=O)CC32)c(OCC)cc1NC(=O)c1ccccc1 (stereo not drawn)
3) CC(C)(C)C(=O)O/N=C1/C(=O)N(c2ccccc2)c2ccccc21
4) COc1ccc(CN2C(=O)CS(=O)CC2=O)cc1OC
5) Cc1ccc(C)c(NC(=O)CCN2CCOCC2)c1
6) Cc1ccc(C(=O)Nc2nnc(C)s2)cc1
7) Cc1cccc(N2CN=C3SCC(=O)N3C2)c1
8) CCOc1cc(/C=N/NC(=O)C(N)=O)cc(Br)c1O
Compound,1,2,3,4,5,6,7,8
EBV gp42 block,-10,-8,3,6,-4,3,-7,7
Furin inhibitor,-23,-16,-8[20 µM],-24[20 µM],-15,-41,-18,0
m-calpain inh,14,0,16,-41,-6,-31,-1,-1
PPC-1+TRAIL kill,-4,14,5,-4,3,18,19,7
TRPN1 ag,-1.3,0.0,0.6,0.6,2.2,-0.3,-1.7,0.4
Cl transport mod,1.1,0.62,-0.029,.,1.2,1.2,0.57,0.26
TRPML3 agonist,-0.1,0.8,-1.3,0.6,0.4,0.2,0.8,0.4
Thrombin inh,-3,2,-2,-8,-1,-9,-5,4
TbHK1 inh,2,-3,-3,1,-4,4,3,-36

Pulled by structure from the entries so far:
3) CC(C)(C)C(=O)O/N=C1/C(=O)N(c2ccccc2)c2ccccc21
7) Cc1cccc(N2CN=C3SCC(=O)N3C2)c1
Compound,3,7
EBV gp42 block,3,-7
Furin inhibitor,-8[20 µM],-18
m-calpain inh,16,-1
PPC-1+TRAIL kill,5,19
TRPN1 ag,0.6,-1.7
Cl transport mod,-0.029,0.57
TRPML3 agonist,-1.3,0.8
Thrombin inh,-2,-5
TbHK1 inh,-3,3

Going on with the list:
9) Cc1ccc(OCCC(=O)OCC(=O)C(C)(C)C)cc1
10) CS(=O)(=O)N1CCN(c2ccc(NC(=O)c3ccc(-c4ccc(Cl)cc4)o3)cc2)CC1
11) COc1ccc(CN2CCNC(=O)C2CC(=O)NCCC2=CCCCC2)cc1OC (stereo not drawn)
12) CCOC(=O)c1c(CN2CCCCC2)n(C)c2cc(Br)c(O)c(CN(C)C)c12
13) CCOC(=O)C1CCN(C(=O)NC23CC4CC(CC(C4)C2)C3)CC1
14) CCc1cc(-c2n[nH]c(=S)n2C(C)c2ccccc2)cs1 (stereo not drawn)
15) S=c1[nH]c2ccccc2o1
16) Cc1ccc(-c2csc3ncnc(Nc4ccc(C(=O)O)cc4)c23)cc1
Compound,9,10,11,12,13,14,15,16
EBV gp42 block,-15,-11,21,-1,-4,0,-25,-23
Furin inhibitor,-22[20 µM],-16[20 µM],-18,-11,-24[20 µM],-8[20 µM],2,-7
m-calpain inh,-24,-106,-23,14,-34,0,26,12
PPC-1+TRAIL kill,23,9,19,7,23,10,3,12
TRPN1 ag,-0.3,0.5,1.5,0.1,0.3,-1.2,0.8,-0.7
Cl transport mod,-0.019,0.5,-0.61,.,0.41,3.9*,0.16,-1.8
TRPML3 agonist,0.0,0.7,-0.2,0.2,1.2,0.8,0.7,1.0
Thrombin inh,-6,-2,-13,-12,-17,1,.,-5
TbHK1 inh,-2,-8,2,-10,3,0,9,-28

17) COc1ccc(C)cc1NC(=O)Nc1cccc(C)c1
18) COCCCNc1cc(C)nc2ccccc12
19) Cc1cc(Cl)c(S(=O)(=O)Nc2ccc3c(c2)OCCO3)cc1OCC(N)=O
20) C[C@H](Nc1ccc(C(F)(F)F)cc1[N+](=O)[O-])C(=O)O
21) CCOC(=O)CN(C(=O)Cn1nnc(-c2ccc(C)cc2)n1)C(CC)C(=O)NC1CCCC1 (stereo not drawn)
22) Cn1c(Cl)c(/C=N/OC(=O)c2ccccc2Cl)c2ccccc21
23) COc1ccc(OC)c(NC(=O)C2CCCN(S(=O)(=O)c3cccc4cccnc34)C2)c1 (stereo not drawn)
24) CCCN1C(=O)/C(=C/c2ccc(C)o2)NC1=S
Compound,17,18,19,20,21,22,23,24
EBV gp42 block,8,-2,-7,-7,-8,-5,0,2
Furin inhibitor,-11,-18[20 µM],-6[20 µM],-15,-20,-19[20 µM],-36,-10
m-calpain inh,-10,-10,-18,-19,14,10,-10,-24
PPC-1+TRAIL kill,15,14,6,9,-5,6,-1,10
TRPN1 ag,-0.4,0.7,0.9,-0.5,1.2,-0.1,0.3,-0.5
Cl transport mod,-2.2,2,.,0.41,-0.59,-0.29,.,83*
TRPML3 agonist,0.2,0.6,0.7,0.5,-0.6,0.8,-0.4,-1.2
Thrombin inh,-1,1,-2,-2,-2,-7,23,-11
TbHK1 inh,-13,-24,4,-13,2,0,2,0

A draw from above in order of molar mass, smallest number first.
24) CCCN1C(=O)/C(=C/c2ccc(C)o2)NC1=S
22) Cn1c(Cl)c(/C=N/OC(=O)c2ccccc2Cl)c2ccccc21
23) COc1ccc(OC)c(NC(=O)C2CCCN(S(=O)(=O)c3cccc4cccnc34)C2)c1 (stereo not drawn)
Compound,24,22,23
EBV gp42 block,2,-5,0
Furin inhibitor,-10,-19[20 µM],-36
m-calpain inh,-24,10,-10
PPC-1+TRAIL kill,10,6,-1
TRPN1 ag,-0.5,-0.1,0.3
Cl transport mod,83*,-0.29,.
TRPML3 agonist,-1.2,0.8,-0.4
Thrombin inh,-11,-7,23
TbHK1 inh,0,0,2

Continued:
25) Cc1cccc(-n2c(-c3ccncc3)n[nH]c2=S)c1C
26) O=C(Oc1coc(CSc2ncccn2)cc1=O)c1cccs1
27) CCNC(=O)COc1ccc(OCc2ccccc2)cc1
28) Cc1ccc2[nH]c(=O)c(C(c3nnnn3CCc3ccccc3)N3CCOCC3)cc2c1 (stereo not drawn)
29) O=C(COc1ccc(Cl)cc1)N1CCCCC1
30) Cc1cc(C)c2sc(N(CCN(C)C)C(=O)c3cc(Cl)sc3Cl)nc2c1
31) O=C(CN1CCNCC1)NCCSc1ccc(Cl)cc1
32) COc1cc(OC)cc(C(=O)N[C@H](C(=O)OCC(=O)NC(=O)NC(C)(C)C)C(C)C)c1
Compound,25,26,27,28,29,30,31,32
EBV gp42 block,1,-14,-16,-13,-5,-12,-11,-4
Furin inhibitor,-13,-22,-21,-10[20 µM],-19[20 µM],-9,-12,-12
m-calpain inh,4,-11,4,-32,-13,5,30,16
PPC-1+TRAIL kill,1,16,-1,10,24,9,7,12
TRPN1 ag,-0.2,0.5,0.7,0.1,0.4,0.5,0.6,-1.7
Cl transport mod,-0.059,0.13,0.3,-0.24,1,-1.3,-0.42,0.9
TRPML3 agonist,0.8,0.1,-0.1,0.3,0.7,0.8,0.7,-0.2
Thrombin inh,-2,-4,-1,-1,-5,1,5,-10
TbHK1 inh,-9,0,2,-8,1,5,-3,-6

33) O=C(NNc1c(Cl)cccc1Cl)c1ccno1
34) COc1cc(CN2CCC(N3CCC(C(=O)N4CCCC4)CC3)CC2)cc2c1OCO2
35) CCCCCNCC(=O)Nc1cccc(C(=O)Nc2cccc(C(F)(F)F)c2)c1
36) CN1CCN(C(=O)CCc2nc3ccccc3c(=O)[nH]2)CC1
37) CC(C)OCCCn1c(-c2ccc(Br)cc2)c[nH]c1=S
38) O=[N+]([O-])c1ccccc1-c1cc(-c2ccccc2O)n[nH]1
39) Cc1cc(C)c(C)c(OCCCOc2cccc3cccnc23)c1
40) Cc1nc(NC(=O)C(C)Oc2cccc(Cl)c2)sc1C(=O)N(C)C (stereo not drawn)
Compound,33,34,35,36,37,38,39,40
EBV gp42 block,-4,-11,-10,3,11,-7,-10,5
Furin inhibitor,-13,-31,-31,2[20 µM],-20,-6,-18,4
m-calpain inh,-25,-29,45,-1,8,7,33,9
PPC-1+TRAIL kill,2,9,19,14,-7,39,10,8
TRPN1 ag,-0.6,0.8,6.6,2.0,-0.8,0.4,-1.9,-0.9
Cl transport mod,1.6,.,0.84,-0.31,9.5*,-1.4,0.86,-0.51
TRPML3 agonist,0.5,0.9,2.2,1.5,-1.0,0.8,-0.7,0.3
Thrombin inh,-5,-2,-3,1,-12,-10,2,-10
TbHK1 inh,1,-10,4,0,4,26,-5,25

41) CCOC(=O)C1=C(C)N(C)C(=S)NC1c1ccc(Cl)cc1 (stereo not drawn)
42) O=C(Nc1ccc(N2CCN(C(=O)c3ccccc3)CC2)cc1)c1ccc2c(c1)OCO2
43) CC(=O)NS(=O)(=O)c1ccc(NC(=O)/C=C/c2ccc(C)o2)cc1
44) O=C(COc1cccc(Cl)c1)Nc1ccc2c(c1)CCC2
45) COc1ccc(NC(=O)CN2CCc3ccccc3C2)cc1OC
46) COc1cc(C)nc(Oc2ccc(=O)n(C)n2)n1
47) COc1ccc(NC(=S)N(Cc2ccc(N(C)C)cc2)Cc2ccco2)cc1
48) c1ccc(Nc2nc(N3CCOCC3)nc(N3CCOCC3)n2)cc1
Compound,41,42,43,44,45,46,47,48
EBV gp42 block,-18,11,-20,-8,-2,-22,-2,-4
Furin inhibitor,-13,-17[20 µM],-7,8,-32,-12[20 µM],-8,-32
m-calpain inh,6,0,-8,8,-18,-7,32,-40
PPC-1+TRAIL kill,13,1,14,10,3,6,20,9
TRPN1 ag,-2.8,3.2,0.5,0.0,-0.4,1.4,-3.4,-0.3
Cl transport mod,0.18,-0.13,0.57,-0.21,-0.51,-0.56,-1.5,-0.42
TRPML3 agonist,-1.4,1.6,1.2,0.1,1.0,0.4,-0.2,-0.5
Thrombin inh,-2,1,0,-21,-2,0,-16,4
TbHK1 inh,0,-3,-5,21,-4,3,-4,2

49) O=C(Nc1nc2ccccc2[nH]1)c1ccc(S(=O)(=O)N2CCOCC2)cc1
50) Cc1nc2sc(C(c3cccs3)N3CCN(c4ccccc4)CC3)c(O)n2n1 (stereo not drawn)
51) Fc1ccc(Nc2nnns2)cc1
52) CN(C)/C=C/c1onc(-c2c(F)cccc2Cl)c1C#N
Compound,49,50,51,52
EBV gp42 block,-7,.,-8,-19
Furin inhibitor,-14,-21,-20,-19
m-calpain inh,-19,.,1,1
PPC-1+TRAIL kill,23,2,-10,2
TRPN1 ag,1.2,0.4,1.4,0.7
Cl transport mod,0.7,2.4,-0.14,-0.76
TRPML3 agonist,0.6,1.1,0.5,1.2
Thrombin inh,11,.,-9,9
TbHK1 inh,-24,-17,5,-30
